NR1D1 modulator = Rev-erb alpha (human) modulation; P20393; Rev-erbα–FITC-DNA binding, fluorescence polarization, 90 min; activity, % at 10 µM; 370,000 compounds, 0.79% hits;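 active means activity above about 14%, limit read from the data; passing the limit was not always enough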;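 further: 0% = DMSO wells with 35 nM protein and 100% = DMSO wells with 750 nM protein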
hcDAF-12 act = H. contortus DAF-12 activation, primary screen | HEK293 hcDAF-12 lit1-tk-luc reporter, luminescence; 0% DMSO, 100% Δ7-dafachronic acid | activation, % at 6.8 µM | 370,000 compounds, 1.4% hits;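 active means activation above the mean of all tested compounds plus 3 SD, cut at about 5.5% in these data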;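 further: 100% = response to 3 µM Δ7-dafachronic acid high control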
PLCb3 inh = PLC-beta3 (human) inhibition, primary screen. Q01970. Purified PLC-beta3, fluorogenic substrate, fluorescence. inhibition, % at 12.2 µM. 370,000 compounds, 0.18% hits; in the data active means inhibition above about 11%;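 further: 0% = median of compound wells on plate and 100% = full blocker control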
ssDAF-12 act = activators of S. stercoralis DAF-12 nuclear receptor | HEK293 ssDAF-12/GRIP1 lit1-tk-luc reporter, luminescence; % of 3 µM dafachronic acid response | activation, % at 6.8 µM | 370,000 compounds, 1% hits;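 active means activation above the mean over all tested compounds plus 3 SD, cut at about 0.9% in these data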;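 further: 0% = DMSO-only wells and 100% = 3 µM delta7-dafachronic acid wells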
PLC-gamma1 inh = PLC-gamma1 (human) inhibition, primary screen; AID 720700; purified PLC-gamma1, fluorogenic substrate, fluorescence; inhibition, % at 12.2 µM; P19174; 370,000 compounds, 0.84% hits; in the data active means inhibition above about 9.5%
Target sequence (P19174 whole entry, looked up): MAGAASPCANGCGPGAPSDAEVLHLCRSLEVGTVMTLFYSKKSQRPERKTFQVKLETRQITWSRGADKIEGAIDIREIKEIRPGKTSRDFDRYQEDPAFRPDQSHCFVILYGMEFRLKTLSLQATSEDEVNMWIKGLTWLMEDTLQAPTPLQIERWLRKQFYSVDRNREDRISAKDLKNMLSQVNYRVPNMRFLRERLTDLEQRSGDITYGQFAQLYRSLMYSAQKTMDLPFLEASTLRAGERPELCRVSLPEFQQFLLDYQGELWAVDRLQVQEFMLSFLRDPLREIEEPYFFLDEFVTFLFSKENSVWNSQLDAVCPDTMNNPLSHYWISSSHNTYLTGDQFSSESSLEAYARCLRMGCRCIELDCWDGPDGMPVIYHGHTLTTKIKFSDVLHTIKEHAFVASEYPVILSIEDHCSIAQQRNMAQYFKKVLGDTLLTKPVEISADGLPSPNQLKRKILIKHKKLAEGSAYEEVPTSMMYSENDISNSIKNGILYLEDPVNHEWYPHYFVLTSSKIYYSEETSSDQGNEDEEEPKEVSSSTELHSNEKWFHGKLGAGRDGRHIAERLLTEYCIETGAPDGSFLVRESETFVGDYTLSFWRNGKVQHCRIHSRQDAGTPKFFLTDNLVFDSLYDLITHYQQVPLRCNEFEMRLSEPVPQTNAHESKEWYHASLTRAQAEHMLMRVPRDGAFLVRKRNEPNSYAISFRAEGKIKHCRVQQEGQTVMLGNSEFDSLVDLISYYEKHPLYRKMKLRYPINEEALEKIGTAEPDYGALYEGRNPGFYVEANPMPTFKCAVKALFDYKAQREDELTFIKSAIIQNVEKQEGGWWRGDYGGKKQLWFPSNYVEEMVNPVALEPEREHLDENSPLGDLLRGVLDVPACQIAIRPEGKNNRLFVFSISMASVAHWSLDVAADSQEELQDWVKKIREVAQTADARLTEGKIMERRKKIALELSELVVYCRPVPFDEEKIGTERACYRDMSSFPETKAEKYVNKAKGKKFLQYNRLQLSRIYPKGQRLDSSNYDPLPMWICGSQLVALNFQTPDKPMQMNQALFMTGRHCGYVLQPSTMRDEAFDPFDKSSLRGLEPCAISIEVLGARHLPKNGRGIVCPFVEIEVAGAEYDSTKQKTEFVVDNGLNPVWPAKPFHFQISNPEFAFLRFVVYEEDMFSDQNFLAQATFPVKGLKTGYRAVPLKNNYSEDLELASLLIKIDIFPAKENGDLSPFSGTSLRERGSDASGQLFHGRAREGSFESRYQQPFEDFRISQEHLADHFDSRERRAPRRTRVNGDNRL
MBD2 DNA inh = inhibitors of human MBD2 binding to methylated oligonucleotide; TR-FRET; inhibition, % at 4.4 µM; 370,000 compounds, 0.31% hits; AID 686964; in the data active means inhibition above about 13%
ADAM17 inh = inhibits human ADAM17 | P78536 | recombinant ADAM17, EDANS/DABCYL FRET peptide cleavage | inhibition, % at 6.95 µM | 370,000 compounds, 0.83% hits | AID 720648;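 active means inhibition above the mean of compounds lying between control limits plus 3 SD, set per campaign, cut at about 8.5% in these data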;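 further: 0% = DMSO-only wells as the low control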
DAX1 inh-1 = DAX1 (NR0B1) inhibition, primary screen | HEK293T StAR-luciferase reporter, SF-1/DAX-1 repression relief | inhibition, % at 6.8 µM | 370,000 compounds, 1.1% hits | AID 652010;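 active means inhibition above the mean over all tested compounds plus 3 SD, cut at about 3.6% in these data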;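 further: 0% = DAX-1 cells with DMSO and 100% = cells lacking DAX-1 with DMSO; higher inhibition means more luminescence from relief of DAX-1 repression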
hgDAF-12 ag = agonists of H. glycines DAF-12 nuclear receptor. activation, % at 6.8 µM. 370,000 compounds, 1.8% hits. AID 687014. HEK293 GAL4-hgDAF12 UAS-luciferase reporter, agonist luminescence; normalized to butyrate control;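 active means activation above a cutoff set at the mean of all screened compounds plus 3 SD, cut at about 10% in these data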;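 further: 0% = DMSO wells and 100% = sodium butyrate wells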
SMARCA2 activ = activators of SMARCA2 function. MG213 cells, MMTV-luciferase reporter, dexamethasone, overnight. activation, % at 9.1 µM. 370,000 compounds, 1% hits. AID 652017; in the data active means activation above about 7.8%;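 further: 0% = vehicle wells and 100% = reference activator wells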
DAX1 inh-2 = NR0B1 (DAX1) inhibition; inhibition, % at 6.75 µM; 340,000 compounds, 0.99% hits; AID 504766; HEK293 Gal4-DAX1 luciferase reporter, luminescence; P51843;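 active means inhibition above the mean over all tested compounds plus 3 SD, cut at about 4.2% in these data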;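 further: 0% = DAX1-transfected cells with DMSO and 100% = empty-vector control cells with DMSO; inhibition shows as a rise in luminescence from relieved DAX1 repression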
An asterisk follows results filed as active; . = no result given; & = joins results of further samples.

molecule	MBD2 DNA inh	DAX1 inh-2	NR1D1 modulator	PLC-gamma1 inh	PLCb3 inh	DAX1 inh-1	hcDAF-12 act	ADAM17 inh	hgDAF-12 ag	ssDAF-12 act	SMARCA2 activ
CCc1ccc(N2C(=O)CC(=O)NC2=O)cc1	1	0.4	-3	3	-4	0.5	-2.8	1	2.7	-0.5	6
Cc1cccc(CNCCc2c[nH]c3ccccc23)c1	-8	-2.6	-10	7	1	0.5	0.4	6	-0.2	-0.7	-1
CC(CC(C)(C)N1CC1)=NNC(=O)Nc1cccc2ccccc12	-2	0.9	-3	-52	-58	-2.4	2.5	-40	-0.3	0.1	-3
CCOC(=O)CC(SP1(=S)OCC2(CC=CCC2)CO1)C(=O)OCC (stereo not drawn)	-1	-0.3	2	1	-8	3.9*	0.7	5	-3.4	-1.0	-3
Cc1cc(C(=O)OCC(=O)Nc2ccc(F)cc2)c(C)n1C1CC1	-5	-0.1	-6	-3	-16	-2.9	-1.9	0	-0.5	-1.3	-5
O=c1cccc2n1C[C@@H]1C[C@@H]2CN(CC(O)c2ccc([N+](=O)[O-])cc2)C1 (stereo partly drawn)	3	1.3	0	-3	-7	0.3	0.8	-6	1.6	-1.3	3
COc1ccc(C2=NCC(=O)N(CC(=O)NCc3ccco3)c3sc4c(c32)CCCC4)cc1OC	-5	-1.0	-1	-3	-3	0.0	-1.1	-3	-3.9	-1.6	-2
CC1CCCN(C(=O)CCl)C1 (stereo not drawn)	0	-0.4	-1	-2	3	-1.7	-0.9	2	-0.1	-0.3	-2
CC1C(c2cccs2)=[N+]([O-])C(C)(C(=O)c2ccc(Cl)cc2)N1O (stereo not drawn)	-1	-1.1	17	-1	0	-0.3	-2.1	-3	-1.4	-1.5	-2
CCOc1ccc(-n2c(O)c(C=Nc3ccc(N4CCOCC4)cc3)c(=O)[nH]c2=O)cc1	0	-0.1	-2	0	-1	0.0	-1.4	0	-0.7	-1.3	2
O=P(c1ccccc1)(c1ccccc1)N1CCCCC1	0	0.8	-5	2	5	-0.1	-1.0	1	-1.4	-1.2	2
CCOc1ccc(C2SCC(=O)Nc3c2c(=O)[nH]n3C2CCCCCC2)cc1 (stereo not drawn)	0	-0.5	-2	6	2	-0.4	-0.9	2	0.7	-1.1	-4
c1ccc2cc(CC3=NCCN3)ccc2c1	-1	0.5	-1	-2	0	0.5	-0.8	0	1.7	-0.6	2
CCN(CC)C(=O)[C@@H]1C=C2c3cccc4[nH]c(Br)c(c34)C[C@H]2N(C)C1	-13	.	-1	-75	-95	-0.5	-2.6	-33	-1.1	-1.2	-5
COCC(=O)N1Cc2ccccc2-n2nncc2C1	2	-0.4	-3	0	0	1.2	-1.9	-4	4.3	-0.9	0
O=C1CN=C(c2ccc(Br)cc2)c2oc3ccccc3c2N1	-4	-1.3	-3	-5	-1	-0.3	-0.1	0	1.2	-0.7	1
Nc1cccc(N=Cc2c(O)n(Cc3ccc(F)cc3)c(=O)[nH]c2=O)c1	-4	0.4	8	-16	-27	-0.1	-1.0	-10	-1.1	-1.5	0
S=C1NCCN1	-1	-0.9	-2	1	1	0.5	-0.5	-4	0.3	-1.5	-4
FC(F)(F)c1cccc(-n2nnnc2C2(N3CCOCC3)CCCCC2)c1	-2	0.0	6	-1	6	-0.6	-0.2	-3	1.2	-1.2	-1
Cc1c(C(c2ccccc2Cl)c2c(O)c3ccccc3oc2=O)c(=O)n(-c2ccccc2)n1C (stereo not drawn)	5	4.3*	-6	1	-8	0.0	-1.4	-1	-2.4	-1.0	0
Nc1c(C(=O)NCCCc2ccccc2)c2nc3ccccc3nc2n1Cc1cccs1	1	-1.6	-2	-58	-109	-1.6	2.0	-19	-3.8	2.3*	0
C/C=C1/CC(C)C(C)(O)C(=O)OCC2CCN3CCC(OC1=O)C23 (stereo not drawn)	2	-0.8	0	-5	-1	0.1	0.0	-1	1.9	-1.4	-1
Cc1nn(Cc2ccccc2)c(C)c1C(=O)NCc1ccccc1	-5	0.3	4	0	-8	-0.6	-1.6	-4	-1.0	-1.7	-1
O=C(CNC(=O)OCc1ccccc1)NC(Cc1ccccc1)P(=O)(Oc1ccccc1)Oc1ccccc1 (stereo not drawn)	3	.	2	2	-2	-0.6	-3.0	4	-0.2	-1.0	-2
COc1cc(/C=N/NC(=O)CN2CC(c3ccccc3)CC2=O)ccc1OC(=O)N(C)C (stereo not drawn)	2	0.4	5	-1	1	0.5	-1.5	-3	-1.9	-1.2	-3
CN(C)S(=O)(=O)c1cccc(C(=O)N2CCC(C(=O)O)(c3ccccc3)CC2)c1	3	1.0	0	1	-1	0.6	-1.0	-3	0.9	-0.9	-1
CCCCCN1C(=O)c2cc(OC)ccc2[C@@]2(C(=O)OCC)Cc3cc(Cl)ccc3[C@@H]12	4	.	4	0	-2	-5.5	-3.6	-3	-7.1	-2.2	-7
C[C@]12CCC3C(CCC4=CC(O)CC[C@@]43/C=N/O)C1(O)CCC2C1=CC(=O)OC1 (stereo partly drawn)	2	-6.1	-4	4	-3	-2.6	-6.0	0	-15	-2.7	-7
CC1CCN(C(=O)c2ccc(N3CC4CC(C3)c3cccc(=O)n3C4)c([N+](=O)[O-])c2)CC1 (stereo not drawn)	3	0.4	-2	2	2	-0.2	-0.1	-3	1.6	-1.5	-2
COc1cc(OC)cc(C(=O)NC(=S)N2C[C@H]3C[C@H](C2)c2cccc(=O)n2C3)c1	3	3.5	0	2	5	0.9	-0.3	0	4.0	-1.0	2
COC(=O)CC1(Cc2ccccc2)C(=O)NC(=O)NC1=O	0	2.9	2	2	3	0.7	-1.7	0	-1.2	-0.5	0
COc1ccccc1N1CCN(C2CCCN(C(=O)COc3ccccc3Cl)C2)CC1 (stereo not drawn)	0	-0.1	0	2	-2	-2.1	-1.1	2	-1.7	-1.0	-2
Nc1ccc(-c2ccc(N)cc2)cc1	-4	1.1	-6	4	-2	0.6	0.9	3	-1.2	-0.2	-3
O=C1CC2OCC=C3CN4CCC56c7ccccc7N1C5C2C3CC46O (stereo not drawn)	0	.	-11	-1	3	-0.8	-0.1	0	1.1	-1.4	1
C/C=C1/CN2C3CC1C(CO)(C(=O)OC)C2Cc1c3n(C)c2ccccc12 (stereo not drawn)	-3	1.8	-2	-18	-20	0.4	3.6	-7	0.5	-0.7	-2
O=C(NC(=S)N1CC1)c1ccccc1	9	1.9	2	5	-3	-0.3	1.1	-7	3.8	-0.6	2
COC(=O)C1=C(c2cc3ccccc3s2)C[C@@H]2CC[C@H]1N2C(=O)N1CCCC1	-1	-3.3	2	-1	0	-1.7	-4.5	-2	-3.2	-2.3	0
NC12CN3CN(CN(C3)C1)C2 (tested in a mixture with another compound)	3	1.4	0	0	1	0.3	3.1	-3	-0.5	-0.9	-1
COc1cccc(C(c2nnnn2-c2c(C)cccc2C)N2CCC(n3c(=O)[nH]c4ccccc43)CC2)c1OC (stereo not drawn)	0	.	6	0	0	-5.0	-2.6	5	-5.2	-1.7	-3
Cc1cc(OCC(=O)N2C[C@H]3C[C@@H](C2)c2cccc(=O)n2C3)c2c(C)cc(=O)oc2c1	-2	2.2	11	-125	-181	1.3	-1.7	-77	6.1	-1.6	-5
FC(F)(F)Oc1ccc(NC2=NCCCS2)cc1	1	1.8	-1	1	-3	-0.1	-1.5	-5	2.7	-0.9	-4
CCS(=O)(=O)CCSP(=O)(OC)OC	9	-0.6	4	4	3	-1.1	-1.7	3	-1.3	-1.0	-7
CCC(=NCc1ccco1)c1c(O)n(-c2ccc(OC)cc2)c(=O)[nH]c1=O	-4	1.5	-2	1	1	-0.8	-0.5	-3	0.9	-1.1	-1
CCCn1cc(CN2CCCC(C(=O)c3cccc(OC)c3)C2)c(C)n1 (stereo not drawn)	5	-0.3	-2	-2	-2	-1.1	-1.0	-3	4.5	-1.2	-2
COC(=O)N(c1ccc(OC)cc1)P1(=S)OCCC(C)O1 (stereo not drawn)	0	1.7	-5	4	-1	0.1	0.5	0	0.1	-1.6	-1
O=C(N/N=C/c1c(O)n(-c2cccc3ccccc23)c(=O)[nH]c1=O)c1ccncc1	3	0.5	1	-15	-26	0.7	0.2	-2	1.4	-0.8	-4
O=c1c2ccccc2nc(-c2ccccc2)n1-c1ccccn1	-4	-0.2	0	1	-4	0.0	-0.1	-1	-4.8	-1.1	-2
C=CCn1c(O)c(C(C)=NCCN2CCN(C(=S)NC)CC2)c(=O)[nH]c1=O	4	2.1	-3	5	-2	0.3	0.2	5	-1.8	-0.2	-5
N#CC1=C(N)Oc2c(c(=O)oc3ccccc23)C1c1ccncc1 (stereo not drawn)	0	0.5	1	-2	3	-0.7	-2.0	-1	-0.5	-2.2	6
Oc1c(Br)cc(Br)cc1CN1CCN(Cc2ccccc2)CC1	5	0.2	-1	0	0	0.0	-0.8	-2	-0.8	-1.3	-1

(list continues)
molecule	MBD2 DNA inh	DAX1 inh-2	NR1D1 modulator	PLC-gamma1 inh	PLCb3 inh	DAX1 inh-1	hcDAF-12 act	ADAM17 inh	hgDAF-12 ag	ssDAF-12 act	SMARCA2 activ
CC[C@H]1CN2CCC1C[C@@H]2[C@@H](O)c1ccnc2ccc(OC)cc12 (stereo partly drawn)	-2	1.1	0&4	-3	-8	0.5	-1.3	-25	-4.8	-1.9	5
CCCCNC(=O)Nc1ccc(C(O)(C(=O)OCC)C(F)(F)F)cc1 (stereo not drawn)	-5	-0.1	-2	0	0	0.0	-0.2	-2	0.7	-1.4	-1
CCN1C(=O)NC(=O)/C(=C/c2cc(C)n(-c3sc(C)c(C)c3C#N)c2C)C1=O	-3	-0.2	-3	-8	-17	0.3	1.9	-5	-0.5	-1.4	-3
CN(C)c1cc(N)c2c(n1)CCC2 (tested in a mixture with another compound)	-4	-0.6	2	2	2	0.1	0.4	-3	1.9	-0.4	-2
CC(=O)N1CCN(c2ccc(N=Cc3c(O)n(-c4ccc(Cl)cc4)c(=O)[nH]c3=O)cc2)CC1	3	0.2	1	-21	-19	-0.3	-1.2	-1	-0.2	-0.9	1
Cc1cc(C)cc(NC2=NCCCS2)c1	-6	1.2	3	0	1	-1.0	0.5	-4	-1.3	-1.1	-3
COc1cccc(C2(C#N)CCN(C)CC2)c1	7	0.3	5	2	-5	0.1	-1.8	-4	-2.1	-1.1	-6
Cn1c(=O)c2nncnc2n(C)c1=O	2	2.6	-4	2	1	1.1	-2.2	2	0.1	0.4	-1
Cc1nc2c(C(=O)N3CCC4(CC3)OCCO4)cnn2c(C)c1Cc1cccc(Cl)c1	3	0.0	-3	-146	-213	-0.4	-1.3	-70	-0.5	-1.6	-3
O=C1C2CCN(CC2)[C@@H]1Cc1ccc2ccccc2c1O	4	0.5	-6	-1	3	-0.1	1.2	-2	5.6	-0.4	-2

Bioassay records: PubChem BioAssay, several laboratories

Not all compounds are listed, so the mix of outcomes need not match the whole.
